Bioassay records deposited in PubChem by Sanford-Burnham Center for Chemical Genomics.
MIN6 prolif = induces beta-cell replication in MIN6 cells; MIN6 cells proliferation, ATPlite luminescence, 48 h; cells starved in 0.2% serum; 100% = growth in 10% serum; proliferation, % at 10 µM; 330,000 tested, 0.29% active; AID 2380;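 active means compounds whose signal lies at least 3.5 SD above the mean of all wells on their plate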;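 further: 0% = DMSO-treated cells in low-serum medium and 100% = 10% serum control; some compounds called inactive have numbers as strong as hits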
hIAP block = human IAP inhibition; P09923; purified IAP, CDP-Star luminescence, 30 min; AID 2544; inhibition, % at 10 µM; 330,000 tested, 0.12% active;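 active means inhibition reaching a set limit with compound at 10 µM in the primary screen, cut at about 35% in these data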;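 further: plate controls were DMSO wells with enzyme for no effect and no-enzyme buffer wells for full effect; values of inactives mirror those of a sister screen read the other way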
Target sequence (P09923 whole entry, looked up): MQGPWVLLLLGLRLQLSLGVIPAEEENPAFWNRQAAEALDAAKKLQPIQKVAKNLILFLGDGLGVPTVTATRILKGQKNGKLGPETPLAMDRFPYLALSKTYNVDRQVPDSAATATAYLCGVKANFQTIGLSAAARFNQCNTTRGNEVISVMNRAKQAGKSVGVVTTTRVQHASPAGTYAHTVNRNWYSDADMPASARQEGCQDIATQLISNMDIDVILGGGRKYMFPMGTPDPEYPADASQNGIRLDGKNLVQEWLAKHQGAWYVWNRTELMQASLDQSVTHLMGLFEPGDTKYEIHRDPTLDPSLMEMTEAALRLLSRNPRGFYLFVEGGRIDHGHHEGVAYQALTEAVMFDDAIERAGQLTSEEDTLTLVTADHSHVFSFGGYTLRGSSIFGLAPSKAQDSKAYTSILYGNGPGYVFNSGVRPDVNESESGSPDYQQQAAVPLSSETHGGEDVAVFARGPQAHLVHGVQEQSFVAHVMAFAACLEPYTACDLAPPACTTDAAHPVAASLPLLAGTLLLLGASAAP
APOBEC3G inh = APOBEC3G (human) deaminase inhibition | Q9HC16 | recombinant A3G, ssDNA deamination FAM/TAMRA fluorescence | inhibition, % at 20 µM | 330,000 tested, 0.28% active | AID 493012;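 active means inhibition of at least 40% at 20 µM, with no more than 30% in the related APOBEC3A deaminase screen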;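 further: plate controls were DMSO wells with A3G for no effect and wells lacking A3G enzyme for full effect; some compounds called inactive have numbers as strong as hits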
SENP1 inh = inhibitors of human SENP1 SUMO protease catalytic domain; recombinant SENP1 catalytic domain, CyPet-SUMO1-YPet FRET cleavage; inhibition, % at 10 µM; 360,000 tested, 0.21% active;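 active means inhibition at least 30% at 10 µM, raw YFP signal under a set limit, fluorescence ratio 0.5 to 1.5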;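 further: 0% = enzyme with DMSO and 100% = no enzyme wells; some results filed as inactive read as strong as hits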
Target sequence (Q9P0U3 419-644 limits assumed): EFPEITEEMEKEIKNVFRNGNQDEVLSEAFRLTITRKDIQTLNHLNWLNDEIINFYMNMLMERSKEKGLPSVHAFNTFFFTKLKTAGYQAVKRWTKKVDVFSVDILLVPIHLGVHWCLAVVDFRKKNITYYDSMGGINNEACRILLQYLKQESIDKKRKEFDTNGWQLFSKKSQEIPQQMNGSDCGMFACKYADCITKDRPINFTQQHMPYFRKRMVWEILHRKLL
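Material – human SENP1 catalytic domain · Input – SENP1 enzyme, 20 pM final · Compound dosing – single concentration of 10 µM compound, 0.5% DMSO final · Timing – enzyme reaction for 50 min at room temperature, dark · Measured by – FRET fluorescence in CFP and YFP emission channels · Control set – no-enzyme wells low, DMSO-plus-enzyme wells high control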
APOBEC3A inh = human APOBEC3A DNA deaminase inhibition. P31941. recombinant A3A, FAM/TAMRA ssDNA deamination fluorescence. inhibition, % at 20 µM. 330,000 tested, 0.41% active;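 active means at least 40% inhibition at 20 µM here, with at most 30% in a related deaminase screen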;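 further: plate controls were A3A with DMSO for no effect and wells lacking A3A enzyme for full effect; some results filed as inactive read as strong as hits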
Target sequence (P31941 whole entry, looked up): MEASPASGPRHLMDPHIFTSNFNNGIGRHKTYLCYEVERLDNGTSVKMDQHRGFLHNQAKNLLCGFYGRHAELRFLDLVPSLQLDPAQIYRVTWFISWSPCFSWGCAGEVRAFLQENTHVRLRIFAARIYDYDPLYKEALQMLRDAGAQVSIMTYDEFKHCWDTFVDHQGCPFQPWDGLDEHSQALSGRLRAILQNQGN
mIAP inh = blocks mouse intestinal alkaline phosphatase. AID 2806. 330,000 tested, 0.2% active. inhibition, % at 10 µM. purified mouse IAP, CDP-Star luminescence, 30 min;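 active means inhibition of at least 40% at 10 µM in the primary screen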;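 further: plate controls were DMSO with enzyme for no effect and no enzyme wells for full effect; values of inactives mirror those of a sister screen read the other way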
hIAP act = human IAP activation; P09923; purified human IAP, CDP-Star luminescence, 30 min; active compounds read high; 1 = vehicle-only enzyme, 0 = enzyme-free background; activation factor at 10 µM; 330,000 tested, 0.16% active;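 active means activation factor of the enzyme at least 2-fold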; further: the source names both 10 and 20 µM as test concentration; values of inactives mirror those of a sister screen read the other way
mIAP act = mouse IAP activation; muIAP, CDP-Star luminescence, 30 min; active compounds read high; 1 = vehicle-only enzyme signal, 0 = enzyme-free wells; activation factor at 10 µM; 330,000 tested, 0.24% active; AID 2805;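 active means activation factor of at least 2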; further: the source names both 10 and 20 µM as test concentration; values of inactives mirror those of a sister screen read the other way
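System: Mouse IAP enzyme | Also added: CDP-Star substrate | Dosing: Compounds dispensed in DMSO | Schedule: 30 min enzyme-substrate-compound incubation at room temperature | Technique: Chemiluminescence readout | Control set: DMSO-only wells and no-enzyme negative control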
NLRP3 yeast inh = NALP3 inhibition in yeast | Yeast reconstituted NLRP3/ASC/caspase-1, beta-gal luminescence, 24 h | AID 2825 | inhibition, % at 10 µM | 330,000 tested, 0.39% active;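 active means inhibition of 50% or more; inactive means inhibition below 50%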;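 further: plate controls were induced DMSO wells for no effect and uninduced yeast grown without galactose for full effect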
Starred values were filed as active, the others as inactive; x = not tested or not shown.

SMILES	MIN6 prolif	hIAP block	APOBEC3G inh	SENP1 inh	APOBEC3A inh	mIAP inh	hIAP act	mIAP act	NLRP3 yeast inh
NCC(O)CN1CCN(Cc2ccccc2)CC1 (configuration not stated)	-2	1	-7	2	-7	-8	0.99	1.1	10
N#CCc1ccc(NC(=O)c2cc(S(=O)(=O)N3CCOCC3)ccc2Cl)cc1	-2	6	-8	-2	-3	4	0.94	0.95	6
CCCC(=O)C1C(=O)CC(C)(C)C(c2cc(C)no2)C1=O (configuration not stated)	0	6	-4	3	-1	7	0.94	0.93	10
CC12CCC(C(N)=O)(C1Br)C2(C)C (configuration not stated)	1	10	-1	2	-3	-3	0.9	1	1
O=C(Nc1ccc(-n2cc(Br)cn2)cc1)c1ccncc1	-2	-4	-2	1	-2	3	1	0.97	23
CCC(=O)Nc1ccc(N2CCN(C(=O)c3cccs3)CC2)cc1	-3	-43	-5	3	-3	2	1.4	0.97	-13
COc1ccc(CC(=O)N2CCN(c3ccccn3)CC2)cc1	1	-5	-5	1	-3	4	1	0.96	10
Cc1ccc(N2CC(C(=O)N3CCC(C(=O)NCCCOC(C)C)CC3)CC2=O)cc1 (configuration not stated)	-1	6	-9	1	-2	4	0.94	0.96	9
O=C(NCCc1ccc(F)cc1)C1CCCCC1	0	-12	-6	1	-2	6	1.1	0.94	-3
COC(=O)c1ccccc1NC(=O)COc1ccccc1	0	25	0	1	2	0	0.75	1	22
COc1ccc(-c2nc(CNS(=O)(=O)c3ccc(OC)c(OC)c3)cs2)cc1	1	4	1	2	0	-4	0.96	1	-2
COc1ccc(/C=C/C(=O)Nc2ccccc2C)cc1S(=O)(=O)N1CCOCC1	1	-23	-5	1	-1	-1	1.2	1	14
CC1CN(S(=O)(=O)c2cccc(C(=O)Nc3ccc4c(c3)CCC4)c2)CC(C)O1 (configuration not stated)	0	9	-5	1	0	5	0.91	0.95	7
O=C(NC1CCCCC1)c1cccs1	0	5	-4	1	-2	-1	0.95	1	28
COc1ccc(S(=O)(=O)N2CCCCCC2)cc1NC(=O)Cc1ccc(OC)c(OC)c1	-2	-25	-9	0	-1	5	1.2	0.95	13
O=C(O)c1csc(-n2nc(-c3ccccc3)cc2C(F)(F)F)n1	-2	2	-9	3	35	2	0.98	0.98	0
CCCCCOC(=O)c1ccccc1C(=O)O	0	-9	-3	1	0	0	1.1	1	8
COc1ccc(C)cc1NC(=O)C(OC(=O)CNC(=O)c1cc(C)cc(C)c1)c1ccccc1 (configuration not stated)	2	-5	-6	1	-3	11	1.1	0.89	-2
CSc1ccc(C(=O)N2CCC(CCC(=O)NC3CC3)CC2)cc1	-3	-13	-1	2	0	2	1.1	0.98	3
Cc1ccc(-c2nc3ncccc3o2)cc1NC(=O)CC(C)C	0	4	-4	2	1	9	0.95	0.91	-2
CCCCN(CC)Cc1ccc(CNC(=O)Nc2ccc(OC)cc2OC)o1	2	4	-3	3	-2	2	0.96	0.98	-10
Cn1cccc1CNC(=S)Nc1ccccc1Cl	-1	2	-5	1	-2	-2	0.98	1	-5
COc1cccc(OCCn2cc(C=O)c3ccccc32)c1	1	-11	-12	2	-1	-2	1.1	1	28
Cc1ccccc1OCCC(=O)OCC(=O)NC1CCCCC1	0	10	-8	3	0	-4	0.9	1	18
COc1ccc(C(O)P(=O)(OCC(C)C)c2ccc(N(C)C)cc2)c(OC)c1 (configuration not stated)	-2	-9	9	-3	-3	10	1.1	0.9	8
Fc1ccc(CSc2nncn2NC/C=C/c2ccccc2)cc1	-2	-8	-5	2	-18	1	1.1	0.99	19
N#C/C(=C\c1ccc(O)c(O)c1)C(=O)N1CCc2ccccc21	-4	32	-6	-59	-1	27	0.68	0.73	32
Cc1cc(C(=O)Cn2nc(C(=O)O)c3ccccc3c2=O)c(C)n1C1CC1	0	-2	-8	2	-2	-2	1	1	-1
CCCCn1c(N)c(N(CC)C(=O)c2ccc(-c3ccc(Cl)cc3)o2)c(=O)[nH]c1=O	-4	12	-9	-12	-1	6	0.88	0.94	-1
O=C(O)/C=C/C(=O)Nc1ccc(-n2ccc(C(F)(F)F)n2)cc1	1	-2	-9	-1	-4	-1	1	1	14
O=C(NC1CCCC1)c1ccc(CS(=O)(=O)c2ccc(Cl)cc2)o1	-3	-28	-7	2	-5	10	1.3	0.9	3
O=C(Nc1ccc([N+](=O)[O-])c(NC(=O)c2cccnc2)c1)c1cccnc1	-2	-4	-5	1	-1	-3	1	1	7
COc1ccc(/C=N/NC(=O)c2cccc(OC(F)(F)C(F)F)c2)cc1O	-2	-4	-9	-1	-4	-5	1	1	11
O=[N+]([O-])c1cc(Cl)cc(/C=N/NC(=S)Nc2ccc(S(=O)(=O)N3CCOCC3)cc2)c1O	-5	0	-2	13	-5	35	1	0.65	13
Cc1ccc(S(=O)(=O)Nc2ccc3c(c2)CCC3)cc1C	-3	3	0	-1	5	-15	0.97	1.1	12
COC(=O)c1ccc(NS(=O)(=O)c2ccc(-c3cc(C)no3)s2)cc1	0	6	-1	1	-1	2	0.94	0.98	-1
N#Cc1cc(N)ccc1Sc1ccccc1	-1	-3	-5	0	-2	-6	1	1.1	8
Cc1ccc(S(=O)(=O)NCCc2nnc3ccc(SCc4cccnc4)nn23)cc1	0	-1	-6	-1	-6	-3	1	1	7
CCCCN1C(=O)NC(NC(=O)C2CC2)(C(F)(F)F)C1=O (configuration not stated)	-1	-5	-7	0	-5	-3	1.1	1	1
CC(C)Sc1nnc(CNC(=O)C23CC4CC(CC(C4)C2)C3)n1C1CCCCC1	-4	0	-2	2	-3	6	1	0.94	11
COc1ccc(CNC(=O)COC(=O)Cc2ccsc2)cc1	1	-8	-9	1	-1	-2	1.1	1	-4
O=C(Nc1ccc(N2CCOCC2)c(Cl)c1)c1ccc(-n2cnnc2)cc1	-3	-15	-1	0	-3	-1	1.2	1	7
COc1ccc(N2CCN(C(=O)CN(c3cccc(Br)c3)S(C)(=O)=O)CC2)cc1	-2	-7	-1	2	-4	-3	1.1	1	10
CCOC(=O)c1c(C)[nH]c(C(=O)N/N=C/c2ccc(OC)c(OC)c2)c1C	1	23	-7	0	-2	10	0.77	0.9	2
CCn1c(CCC(=O)Nc2cc(F)ccc2C)nc2cc(S(=O)(=O)N(C)C)ccc21	-1	-3	-4	-77	-2	-6	1	1.1	2
Oc1cccc2cc3cccc(O)c3c(O)c12	-1	14	55*	23	13	22	0.86	0.78	30
N#Cc1cc2cc3c(cc2nc1NCCNC(=S)NCCCN1CCOCC1)OCO3	6	-9	7	-67	4	4	1.1	0.96	1
O=C(COC(=O)c1ccc(S(=O)(=O)C(F)F)cc1)Nc1ccccc1C(=O)NC1CC1	0	10	-8	3	-1	-5	0.9	1.1	8
CCOC(=O)C(=CNc1cc(C)ccc1-n1cccc1)C(=O)OCC	0	-15	-4	-2	-4	4	1.1	0.96	4
CCCc1cc(C(F)(F)F)c(C#N)c(=O)[nH]1	0	16	-3	-2	-2	0	0.84	1	-19
The listing continues:
SMILES	MIN6 prolif	hIAP block	APOBEC3G inh	SENP1 inh	APOBEC3A inh	mIAP inh	hIAP act	mIAP act	NLRP3 yeast inh
COc1ccc(C(=O)Nc2ccc(NC(=O)c3cc(OC)c(OC)c(OC)c3)cn2)cc1	-1	10	-3	1	-1	5	0.9	0.95	22
CCCSc1ccccc1C(=O)N1CCN(C(=O)c2ccco2)CC1	-3	-32	-8	0	-6	5	1.3	0.95	7
CCCc1ccc(S(=O)(=O)NCCc2ccncc2)cc1	2	-12	-7	2	-4	-16	1.1	1.2	15
S=c1[nH]nc(-c2cccs2)n1/N=C/c1cn(-c2ccccc2)nc1-c1ccc(Cl)cc1	-4	-3	-3	3	-2	12	1	0.88	28
CN(C)S(=O)(=O)c1ccc(C(=O)NC(=O)CSc2ccccc2)cc1	2	10	-5	1	-2	7	0.9	0.93	1
CC(C)(C)c1ccc(CS(=O)CC(O)CO)cc1 (configuration not stated)	0	-2	-8	0	-2	3	1	0.97	-4
Cc1ccsc1C(=O)OCC(=O)Nc1ccc(Cl)cn1	0	4	1	0	2	-9	0.96	1.1	12
CC(OC(=O)c1cc(S(=O)(=O)N2CCOCC2)ccc1F)C(=O)NC1CCCC1 (configuration not stated)	-1	-10	-3	-1	0	-2	1.1	1	-16
COc1ccc(N(C)C(=S)Nc2ccc3nc(C)c(C)nc3c2)cc1	0	16	-7	-28	-7	11	0.84	0.89	35
O=C(Cc1ccccc1F)OCC(=O)N1CCN(C(=O)c2ccco2)CC1	-2	-8	2	0	0	7	1.1	0.93	5
COc1cc(C(=O)OCC(=O)Nc2ccc(SC(F)F)cc2)cc(OC)c1OC	-4	2	-10	0	0	-6	0.98	1.1	25
Nc1ccc2nc(CCCCCCc3nc4ccc(N)cc4[nH]3)[nH]c2c1	-1	-19	5	-2	2	7	1.2	0.93	14
CCc1cc(C(c2ccc(OC)c(OC)c2)N2CCOCC2)c(NC(=O)c2ccccc2)s1 (configuration not stated)	-3	-7	-10	-4	-4	-2	1.1	1	-3
CSc1cccc(NC(=O)Cn2cnc(S(=O)(=O)N3CCCC3)c2)c1	2	-12	-3	1	0	-2	1.1	1	-4
COc1ccc(/C=N/n2cnc3c([nH]c4ccc(Br)cc43)c2=O)cc1CN1CCOCC1	-7	-1	6	x	3	2	1	0.97	19
O=C(c1cccs1)N1CCN(c2nc3ccc([N+](=O)[O-])cc3s2)CC1	0	-24	-2	-21	2	2	1.2	0.98	15
O=C(Nc1ccc(Cl)c(Cl)c1)Nc1ccccc1C(=O)O	-2	-9	2	-1	-1	1	1.1	0.99	6
CCc1ccc(CN(C)CC(=O)Nc2sccc2C#N)cc1	0	-6	-11	-6	4	4	1.1	0.96	24
COc1ccc(C(=O)Nc2ncc3c(n2)CC(c2ccco2)CC3=O)cc1 (configuration not stated)	2	6	1	4	5	7	0.94	0.93	3
Cc1cc(N2CCCC2)ccc1NC(=O)CN1C(=O)NC(C)(c2ccccc2)C1=O (configuration not stated)	6	-13	-1	-1	1	-6	1.1	1.1	-1
c1ccc2c3c(c(CN4CCCC4)cc2c1)COC3	1	-5	-10	-6	4	-2	1.1	1	9
COc1ccc(-c2ccc(S(=O)(=O)NCC3CCCO3)cc2)cc1 (configuration not stated)	-3	-21	-9	3	-4	-14	1.2	1.1	-15
CCOC(=O)N1CCN(CC(O)COc2ccccc2C(C)CC)CC1 (configuration not stated)	4	18	1	1	0	-2	0.82	1	18
Cc1ccc(-n2ncc3c(=O)n(CC(N)=O)cnc32)cc1C	-3	-1	-2	1	-3	-12	1	1.1	7
Nc1nnc(SCC(=O)Nc2ccc(N3CCOCC3)cc2)s1	-1	4	-1	4	-1	3	0.96	0.97	7
NC(=O)c1ccccc1NC(=O)/C=C/c1ccccc1	0	5	-4	3	-1	-1	0.95	1	6

This is a subset. The share of hits here may be higher or lower than overall.
